From PubChem BioAssay
KB-V1 MDR tox – qHTS assay for MDR1-selective chemotherapeutics: Primary screen using the drug-selected MDR subline cells KB-V1 | KB-V1 MDR cells viability, CellTiter-Glo, 72 h | 3.4% of 400,000 active | Potency, µM (titrated, usually from 46.1 µM), without a hit: top-dose activity change, negative = cytotoxicity, actives largely listed as cytotoxic; further: potency means the concentration at half of the fitted maximal effect; on the % scale 0 is the no-effect control and ±100 the full control effect; nearly all actives have a fitted effect of over 60% in size
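KB-V1 cells (P-gp-expressing MDR subline of KB-3-1) in phenol-red-free DMEM with 10% FBS were exposed to library compounds over a concentration series for 72 h at 37 degrees C. Viability read by CellTiter-Glo luminescence; concentration-effect curves fitted after normalization.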
D3 antag – qHTS of D3 Dopamine Receptor Antagonist: qHTS; max response, negative = inhibition, %; D3R cells, DiscoveRx beta-arrestin luminescence, antagonist mode; active compounds read low; 2.5% of 360,000 active; AID 652054, 2013; D(3) dopamine receptor (Homo sapiens), P35462; in the data active means max response below about -50%; inconclusive means no clear call, values can overlap the other calls; further: on the % scale 0 is the no-effect control and ±100 the full control effect; mostly tested at two doses, the higher about 12 µM
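Cells expressing the human receptor were seeded at 1500 cells/well, incubated overnight at 37 degrees C in 5% CO2, then exposed to library compounds with dopamine controls for 90 minutes at 37 degrees C before luminescent detection.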
PTHR1 ag – qHTS for PTHR1 Agonists: Primary Screen. Parathyroid hormone/parathyroid hormone-related peptide receptor (Homo sapiens), Q03431. HEK293 GP2 PTHR1 cells, GloSensor cAMP luminescence, 1 h. Potency, µM (titrated, usually from 115 µM), inactives show top-dose activation, usual class: activators. 0.075% of 410,000 active. AID 743266, 2014; further: potency means the concentration at half of the fitted maximal effect; nearly all actives have a fitted effect of over 55% in size; some results filed as inactive show a strong effect at the top dose; inactives centre near -15; many of its hits are not listed in these tables
Target sequence (Q03431 whole entry, looked up): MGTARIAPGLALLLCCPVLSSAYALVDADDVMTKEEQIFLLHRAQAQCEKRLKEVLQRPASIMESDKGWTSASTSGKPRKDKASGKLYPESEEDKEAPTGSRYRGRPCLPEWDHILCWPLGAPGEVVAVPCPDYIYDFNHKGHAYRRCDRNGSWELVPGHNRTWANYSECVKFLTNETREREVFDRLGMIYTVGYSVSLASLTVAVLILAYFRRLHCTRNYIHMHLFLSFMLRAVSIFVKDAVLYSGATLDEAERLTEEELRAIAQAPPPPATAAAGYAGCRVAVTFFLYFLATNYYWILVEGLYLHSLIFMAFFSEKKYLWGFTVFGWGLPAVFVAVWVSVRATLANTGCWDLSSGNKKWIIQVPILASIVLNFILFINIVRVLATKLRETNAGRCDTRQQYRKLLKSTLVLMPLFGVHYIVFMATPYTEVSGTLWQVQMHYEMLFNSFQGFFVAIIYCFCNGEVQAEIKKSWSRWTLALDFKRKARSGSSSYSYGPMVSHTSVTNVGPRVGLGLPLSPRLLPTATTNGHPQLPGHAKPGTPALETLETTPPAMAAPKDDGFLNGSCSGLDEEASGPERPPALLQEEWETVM
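HEK-293-derived GP2 cells expressing PTHR1 and a GloSensor cAMP reporter, 3,000/well, plated overnight, given luciferin plus IBMX (each 0.5 mM as added) for 1 h at 37 °C, then compound for 1 h at 37 °C. Luminescence was read after 15 min at room temperature.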
GLP-1R inv ag – qHTS of GLP-1 Receptor Inverse Agonists (Inhibition Mode). Potency, µM (series often up to 38.3 µM), for inactives: at the top dose activity change, negative = inhibition, most hits filed as inhibitors. AID 624417, 2012. 1.6% of 410,000 active. Glucagon-like peptide 1 receptor (Homo sapiens), P43220. HEK293 GLP-1R CRE-luciferase, luminescence, 24 h; GLP-1R form is constitutively active; further: potency means the concentration at half of the fitted maximal effect; on the % scale 0 is the no-effect control and ±100 the full control effect; nearly all actives have a fitted effect of over 55% in size
Target sequence (P43220 whole entry, looked up): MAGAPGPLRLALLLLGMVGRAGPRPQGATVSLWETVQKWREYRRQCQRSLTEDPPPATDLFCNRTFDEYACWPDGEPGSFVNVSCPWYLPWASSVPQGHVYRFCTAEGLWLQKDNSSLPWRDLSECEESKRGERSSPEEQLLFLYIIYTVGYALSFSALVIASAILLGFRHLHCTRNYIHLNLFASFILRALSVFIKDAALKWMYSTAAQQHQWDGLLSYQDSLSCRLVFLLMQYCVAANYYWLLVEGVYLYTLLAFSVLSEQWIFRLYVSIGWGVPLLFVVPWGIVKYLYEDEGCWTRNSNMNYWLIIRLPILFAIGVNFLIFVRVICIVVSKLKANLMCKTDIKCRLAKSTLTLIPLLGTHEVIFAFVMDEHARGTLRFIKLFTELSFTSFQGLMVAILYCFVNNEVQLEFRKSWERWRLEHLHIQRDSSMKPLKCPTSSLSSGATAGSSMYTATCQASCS
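HEK293 cells stably co-expressing a cAMP-responsive luciferase reporter and constitutively active GLP-1R were seeded, incubated 12 h, then exposed to compounds for 24 h at 37 C. Luminescence was read 12 min after detection reagent; inverse agonists lower signal.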
TDP-43 yeast inh – qHTS of TDP-43 Inhibitors | TDP-43 expressing yeast growth rescue, BacTiter-Glo, 24 h | Potency, µM (series often up to 46.1 µM), for the others: top-dose growth rescue (activation), hits mostly activators | 1.8% of 410,000 active; further: potency means the concentration at half of the fitted maximal effect; % of control where 0% means no effect; nearly all actives have a fitted effect of over 50% in size
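Galactose-induced TDP-43 yeast, OD600=0.02, compound pinned; 24 hr, 30 deg C; BacTiter-Glo luminescence for growth. Inhibitors of TDP-43 toxicity read as activators.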
D3 ag – qHTS of D3 Dopamine Receptor Agonist: qHTS | D(3) dopamine receptor (Homo sapiens), P35462 | D3R DiscoveRx beta-arrestin cells, luminescence, 90 min | max activation, % | 0.58% of 410,000 active | AID 652048, 2013; in the data active means max activation above about 30%; further: 0% is about no effect; mostly tested at two doses, the higher about 12 µM
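Agonist mode: compounds and dopamine controls were applied to plated cells for 90 min at 37 degrees C after an overnight attachment at 1500 cells/well. Luminescent read-out followed 30 - 60 minutes at room temperature with DiscoveRx detection reagent.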
aSyn rescue – qHTS of alpha-syn Inhibitors; Potency, µM (titrated, usually from 46.1 µM), inactives show at the top dose growth rescue (activation), hits mostly activators; Yeast expressing alpha-synuclein, growth rescue, BacTiter-Glo, 24 h; 0.14% of 370,000 active; further: potency means the concentration at half of the fitted maximal effect; % of control where 0% means no effect; nearly all actives have a fitted effect of over 65% in size
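Screening used galactose-induced yeast with toxic alpha-synuclein levels, exposed to compound for 24 hr at 30 deg C. Cell growth, read with BacTiter-Glo luminescence, gave the measured signal.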
GLP1R cytotox – qHTS of GLP-1 Receptor Inverse Agonists: Cytotox Screen. 0.13% of 410,000 active. AID 624418, 2012. Potency, µM (doses to about 38.3 µM), for inactives: at the top dose activity change, negative = inhibition, hits mostly inhibitors. HEK293 cAMP-luciferase reporter cells, luminescence, 24 h;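 further: loss of luciferase light is scored as toxicity; potency means the concentration at half of the fitted maximal effect; on the % scale 0 is the no-effect control and ±100 the full control effect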
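Here, cytotoxicity is scored as loss of luminescence. The MLSMR collection was tested on cells seeded in medium containing 10% Nu serum, with a 24 hr compound exposure preceded by 12 hours of culture.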
GLP1R ag – qHTS of GLP-1 Receptor Agonists; Glucagon-like peptide 1 receptor (Homo sapiens), P43220; HEK293 GLP-1R CRE-luciferase, luminescence, 4-6 h; cells express a hypersensitive GLP-1R form; Potency, µM (titrated, usually from 45.6 µM), without a hit: at the highest dose activation, usual class: activators; 0.007% of 380,000 active; AID 624172, 2012; further: potency means the concentration at half of the fitted maximal effect; % of control where 0% means no effect
* = called active by the depositor; i = inactive; u = inconclusive; x = no result given; [ ] = another dose, or the depositor's remark. Unless noted, the call rests on the fitted dose curve; in most records, active means well fitted curve in the direction sought with a large enough effect; inconclusive means small, poorly fitted or top-dose-only effect, or another doubt; inactive means no such curve, though single readings can be large; an effect the other way counts as inactive or inconclusive. The list is partial (hit frequency here may not be typical).

SMILES	KB-V1 MDR tox	D3 antag	PTHR1 ag	GLP-1R inv ag	TDP-43 yeast inh	D3 ag	aSyn rescue	GLP1R cytotox	GLP1R ag
COC(=O)c1ccccc1NC(=O)CN1C(=O)CSC1=O	20%	-20	u	6%	-10%	-2	0%	6%	10%
CCN(CC)c1ccc(NC(=O)CSc2nc(C)cc(=O)[nH]2)cc1	u	10	-12%	-5%	-1%	-2	4%	8%	-4%
Cc1cc(C)nc(NC2=NCC(=O)N2c2ccc(Cl)cc2)n1	0%	19	i	16%	-5%	-14	-5%	-4%	-5%
Cc1c(C(=O)N(C)C)sc2c1c(=O)n(-c1ccc(F)cc1)c(=O)n2Cc1ccccc1C#N	5%	x	-14%	10%	24%	7	x	-3%	x
COCCSc1nc2sc3c(c2c(=O)n1-c1ccccc1)CCN(C)C3	u	6	i	21%	16%	6	11%	1%	24%
Cc1ccc(C)c(NC(=O)CCC(=O)N/N=C/c2cc([N+](=O)[O-])ccc2O)c1	u	u	-12%	u	-1%	-6	-9%	-1%	5%
CC(=O)N=c1c(C#N)cc2c(=O)n3ccccc3nc2n1Cc1ccccc1	-24%	5	i	22%	21%	5	1%	108%[activator]	-1%
CCc1ccccc1NC(=O)CC1SCCNC1=O (stereo unspecified)	9%	1	i	12%	-2%	-1	6%	-7%	2%
CC(C(=O)NCc1ccco1)c1ccc([N+](=O)[O-])cc1 (stereo unspecified)	-20%	-20	-3%	15%	-4%	2	-4%	7%	1%
CCOc1ccc(C(CC(=O)O)n2cnnn2)cc1 (stereo unspecified)	-18%	5	-21%	12%	-10%	0	-8%	-5%	-1%
COc1ccc(-n2c(=S)[nH]c3cc(C(=O)NCCCN4CCOCC4)ccc3c2=O)cc1	1%	-10	i	13%	-2%	-4	1%	-4%	8%
CCOC(=O)c1c(N)sc2c1C1CCN2CC1	-9%	25	-24%[57.5 µM]	15%	23%	9	7%	-1%	21%
COc1ccccc1/C=C1\SC(=S)N(CCC(=O)Nc2nnc(C)s2)C1=O	-11%	-13	-55%[inhibitor]	4%	-21%	0	-3%	2%	4%
CCOc1ccc2nc(NC(=O)CSc3nc4c(c(=O)n(C)c(=O)n4C)n3CC)sc2c1	1%	18	i	-14%	-16%	2	9%	-4%	-10%
Cc1ccc(-n2ncc(C(=O)N3CCN(c4cccc(C)c4C)CC3)c2C2CCNCC2)c(C)c1	3%	x	-24%	u	17%	3	1%	-24%	-8%
Cc1cc(C(=O)CSc2nnc(-c3cccc(F)c3)n2N)c(C)n1Cc1ccc2c(c1)OCO2	2.6µM*	21	9%[57.5 µM]	0%	8%	-6	-7%	-9%	-5%
Cc1cc(OCC(=O)Nc2ccc(C(=O)OC3CCCCC3)cc2)cc(C)c1Cl	7%	x	-17%	8%	22%	10	x	8%	x
Cc1ccc(C(=O)N2CCC(C(=O)NC3CCCC3)CC2)cc1	19%	4	-11%	-11%	-12%	5	5%	1%	8%
COc1ccc(NC(=O)CSc2nc3c(cc2C#N)CN(C)CC3)cc1	-12%	-17	-20%[57.5 µM]	14%	-5%	-8	-1%	13%	-10%
CCOC(=O)c1[nH]c(C)c(CCC(=O)OC)c1C	u	18	-5%[57.5 µM]	31%[activator]	25%	26	-13%	-4%	-3%
Cc1nc(Nc2cc(F)ccc2C)c2nnn(Cc3ccccc3)c2n1	-12%	-14	-8%	u	u	1	7%	-1%	22%
COC(=O)CSc1nnc(-c2ccco2)o1	-2%	-16	13%[57.5 µM]	0%	-19%	-11	11%	-2%	-5%
O=C(CCCSc1nc2ccccc2s1)NC1=NCCS1	0%	-21	-29%	5%	5%	-8	-1%	2%	-3%
O=C(NCc1nc2ccccc2[nH]1)c1cccc(S(=O)(=O)N2CCCC2)c1	-4%	-23	-18%	-27%	-28%	-3	-3%	18%	16%
COc1cc(C(=S)NC2CCCCC2)ccc1O	-8%	-6	i	-13%	0%	5	3%	15%[1.53 µM]	0%
COc1ccc(C(C(=O)NC(C)(C)C)n2c(=O)c(-c3ccccc3)nc3ccccc32)cc1 (stereo unspecified)	u	8	i	u	8%	7	4%	-17%	x
COc1cc([C@H]2[C@@H]3CCCC[C@]3(O)CCN2CC(=O)Nc2ccc(C)cc2)ccc1O	-1%	14	-7%[57.5 µM]	8%	4%	-2	0%	-10%	2%
O=C(NNC(=O)c1cc2cc3ccccc3nc2s1)c1ccc(F)cc1	-6%	-19	i	7%	-4%	-6	1%	17%	-36%[inhibitor]
O=C(c1ccccc1)c1ccc(OC(=O)N2CCOCC2)cc1	u	-1	-3%[57.5 µM]	0%	3%	5	0%	9%	-4%
Cc1ccc(C2C3=C(CC(C)(C)CC3=O)N(CCN3CCOCC3)C3=C2C(=O)CC(C)(C)C3)cc1	-4%	22	i	11%	-20%	-12	0%	444%[activator]	4%
CC12CCC(C(=O)N(CCC#N)CCC#N)(CC1=O)C2(C)C (stereo unspecified)	-3%	14	-18%[57.5 µM]	7%	-21%	0	2%	4%	-5%
COC(=O)CC1(CC(N)=O)SCCS1	-19%	-1	-12%	16%	29%	1	3%	-6%	7%
CCOC(=O)c1c(S(=O)(=O)N2CCC(C(=O)NCc3ccc(F)cc3)CC2)c(C)n(C)c1C	-8%	x	5%	30%	4%	5	x	-1%	x
CCC(O)C1CCN(Cc2cn(Cc3ccccc3)nc2-c2cc3ccccc3o2)CC1 (stereo unspecified)	-12%	-22	i	u	9%	2	6%	u	7%
COc1ccc(NC(=O)c2ccc(NS(=O)(=O)c3cccc4cccnc34)cc2)cc1	-7%	5	-2%	-11%	-9%	-6	1%	-1%	16%
CCc1ccc(CCC(=O)Nc2ncc(Cc3ccccc3Cl)s2)o1	-15%	1	i	-33%	-2%	13	0%	7%	22%
c1ccc(OCCNc2ccn3nc(-c4cccs4)cc3n2)cc1	1%	70	i	u	14µM*	5	-1%	-13%	-4%
[O-][n+]1ccc(C(O)c2ccccc2)cc1 (stereo unspecified)	18%	11	i	15%	12%	3	2%	-10%	-3%
COCCc1nnc(NC(=O)C23CC4CC(CC(C4)C2)C3)s1	-11%	-21	i	6%	20%	6	7%	-1%	-8%
COC1C(C)=C(C)C(=O)N1Cc1ccc(F)cc1 (stereo unspecified)	-2%	0	-2%	16%	-17%[1.82 µM]	4	5%	-1%	3%
c1ccc(-n2nnnc2-n2cnc3ccccc32)cc1	1%	-15	i	6%	0%	-2	6%	4%	-1%
O=C(Cn1c(=O)n(Cc2ccco2)c(=O)c2c3c(sc21)CCCC3)Nc1ccccc1	-5%	-23	i	u	-9%	-1	-2%	-8%	-32%[inhibitor]
CCNS(=O)(=O)c1ccc(NS(C)(=O)=O)cc1	0%	7	-12%[57.5 µM]	5%	-7%	4	3%	-4%	0%
FC(F)(F)c1ccccc1Cc1c(-c2cccc(Br)c2)nc2ccc(Br)cn12	-7%	4	-24%	5%	17%	8	u	2%	14%
O=C(Nc1ccc(Cl)cc1)Nc1cc(S(=O)(=O)N2CCOCC2)ccc1N1CCCC1	u	0	-11%	u	-1%	-5	-2%	-28%	2%
Cc1ccc(C2C(C#N)=C(N)OC3=C2C(=O)CC(C)(C)C3)s1 (stereo unspecified)	6%	-9	i	10%	-3%	6	-3%	-3%	-6%
Cc1ccccc1C(=O)Nc1ccc(O)cc1C(=O)O	8%	-2	i	2%	-5%	2	-7%	-5%	4%
CC(C)C(C)NC(=O)COC(=O)c1cccc(C(=O)OCC(=O)NC(C)C(C)C)n1 (stereo unspecified)	7%	-2	i	0%	14%	1	3%	-1%	6%
Cc1ccc(N2CC(O)Cn3c2nc2c3c(=O)[nH]c(=O)n2C)cc1 (stereo unspecified)	u	1	i	1%	-9%	4	-1%	-10%	0%
COc1ccc(C(=O)Nc2cc(OC)c(NC(=O)Nc3ccccc3)cc2OC)cc1	-2%	1	i	u	-5%	-5	-9%	-20%	-6%
CCC(COC(=O)Nc1cccc(C)c1C)NC(=O)OCC(C)C (stereo unspecified)	9.2µM*	58	-20%	-3%	-6%	-1	4%	-3%	6%
Cc1ccccc1NC(=O)C(C)OC(=O)CCC(=O)N(CC(C)C)c1c(N)n(CC(C)C)c(=O)[nH]c1=O (stereo unspecified)	u	0	i	41%[activator]	5%	9	0%	-2%	8%
CCOC(=O)CN1C(=O)N[C@@H](c2ccccc2)C(C(=O)OC)=C1C	16%	28	-14%	23%	-11%	17	-2%	u	0%
O=C(CSC1c2ccccc2C(=O)N1c1ccccc1)N1CCOCC1 (stereo unspecified)	-15%	-16	i	0%	-24%	0	2%	3%	-1%
CC(CC(=O)NCc1ccc(Cl)cc1)S(=O)(=O)c1ccc2c(c1)NC(=O)CO2 (stereo unspecified)	9%	5	i	-10%	-11%	3	0%	-1%	3%
Cc1[nH]n(-c2ccccc2)c(=O)c1N=Nc1ccccc1C(=O)O	-2%	248	-8%	19%	14%	19	-1%	-24%	4%
